BoNT F protease = BoNT/F light chain protease inhibitors, primary screen, biochemical, flow cytometry, MLPCN library; Botulinum neurotoxin type F light chain protease (Clostridium botulinum); Multiplex microsphere protease cleavage assay; inhibition, % at 10 µM; actives 0.22% (n = 360,000); AID 588497, 2011; in the data active = inhibition above about 35%, passing the limit was not always enough; inconclusive = no clear call, values can overlap the other calls; also: plate controls were buffer without enzyme for full effect and enzyme alone for no effect
Anthrax LF inh2 = Bacillus anthracis LF protease inhibitors, primary screen, biochemical, multiplex microsphere, MLPCN library | AID 588501, 2011 | multiplex microsphere protease cleavage assay | actives 0.12% (n = 360,000) | inhibition, % at 10 µM | Lethal factor (Bacillus anthracis), P15917; also: plate controls were buffer without enzyme for full effect and enzyme alone for no effect
PfHsp40 rescue = rescue of yeast from PfHsp40 toxicity, primary screen, S. cerevisiae, ATP luminescence | S. cerevisiae expressing PfHsp40, growth rescue | growth rescue, % at 12.5 µM | actives 0.68% (n = 340,000); in the data active = growth rescue above about 28%, passing the limit was not always enough; inconclusive = no clear call, values can overlap the other calls;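 also: yeast W303a lacking pdr1 and pdr3 grown in galactose medium; growth measured after three days at 30 °C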
GDH-TPI counter = GDH-TPI coupling enzyme inhibitors, primary screen, artefact control for M. tuberculosis FBA inhibitor project, biochemical, absorbance, full deck | GDH-TPI coupled enzyme counterscreen, NADH absorbance | inhibition, % at 4.8 µM | actives 1.2% (n = 360,000); in the data active = inhibition above about 30%;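 also: 0% = DMSO wells and 100% = wells lacking the enzyme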
BioA inh = M. tuberculosis BioA enzyme inhibitors, primary screen, biochemical, plate reader, single point, HTS | purified M. tuberculosis BioA enzyme | actives 0.096% (n = 360,000) | 7,8-diaminopelargonic acid synthase BioA (Mycobacterium tuberculosis) | inhibition, % at 9.99 µM; in the data active = inhibition above about 40%; inconclusive = no clear call, values can overlap the other calls
Mtb FBA inh = Mtb FBA enzyme inhibitors, primary screen, biochemical, fluorescence, strain H37Rv | purified M. tuberculosis FBA, fluorescence read-out | Fructose-bisphosphate aldolase (Mycobacterium tuberculosis (strain ATCC 25618 / H37Rv)), … | inhibition, % at 1 µM | actives 2.3% (n = 360,000); in the data active = inhibition above about 27%;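 also: 0% = vehicle and 100% = reference inhibitor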
Target sequence (P9WQA3 whole entry, looked up): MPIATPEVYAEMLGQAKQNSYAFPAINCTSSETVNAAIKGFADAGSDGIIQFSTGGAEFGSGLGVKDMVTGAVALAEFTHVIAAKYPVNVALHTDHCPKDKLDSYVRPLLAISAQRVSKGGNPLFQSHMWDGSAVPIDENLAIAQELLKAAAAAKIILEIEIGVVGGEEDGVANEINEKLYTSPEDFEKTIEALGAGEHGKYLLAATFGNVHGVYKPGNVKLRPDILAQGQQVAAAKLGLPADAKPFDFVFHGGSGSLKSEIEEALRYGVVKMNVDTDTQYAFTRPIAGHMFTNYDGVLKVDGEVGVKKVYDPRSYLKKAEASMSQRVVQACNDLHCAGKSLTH
UGM FP inh = M. tuberculosis UGM enzyme inhibitors, primary screen, biochemical, fluorescence polarization, single point; UDP-galactopyranose mutase (Mycobacterium tuberculosis (strain ATCC 25618 / H37Rv)), …; purified UGM, fluorescence polarization probe displacement; inhibition, % at 10 µM; actives 0.06% (n = 320,000); AID 504406, 2011; in the data active = inhibition above about 10%, passing the limit was not always enough; inconclusive = no clear call, values can overlap the other calls
Target sequence (P9WIQ1 whole entry, looked up): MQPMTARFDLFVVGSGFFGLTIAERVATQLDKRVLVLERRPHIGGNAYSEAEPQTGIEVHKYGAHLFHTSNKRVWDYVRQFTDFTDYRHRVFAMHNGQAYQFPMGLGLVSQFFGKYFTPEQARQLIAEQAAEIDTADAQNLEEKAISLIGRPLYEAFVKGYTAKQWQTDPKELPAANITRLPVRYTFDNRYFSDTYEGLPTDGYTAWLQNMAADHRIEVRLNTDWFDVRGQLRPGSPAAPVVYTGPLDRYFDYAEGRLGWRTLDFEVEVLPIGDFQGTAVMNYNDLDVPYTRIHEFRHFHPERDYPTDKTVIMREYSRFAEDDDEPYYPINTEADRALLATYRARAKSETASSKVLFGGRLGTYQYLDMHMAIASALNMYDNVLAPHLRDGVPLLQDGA
BoNT A protease = BoNT/A light chain protease inhibitors, primary screen, biochemical, flow cytometry, MLPCN library; multiplex microsphere protease substrate cleavage; inhibition, % at 10 µM; actives 0.17% (n = 360,000); AID 588499, 2011; also: plate controls were buffer without enzyme for full effect and enzyme alone for no effect
FadD28 FP inh = inhibitors of FadD28 bisubstrate probe binding, primary screen, biochemical, fluorescence polarization, single point; Mycobacterium tuberculosis FadD28 fatty-acid-AMP ligase; inhibition, % at 12.5 µM; actives 0.22% (n = 360,000); AID 588549, 2011; in the data active = inhibition above about 8.5%, passing the limit was not always enough; inconclusive = no clear call, values can overlap the other calls
Active calls of the source: *; ? = inconclusive; . = no result given; & = joins results of further samples. Rule as the data show it, unless noted: active = inhibition above about 30%; inconclusive = no clear call, values can overlap the other calls; inactive = below that.

SMILES	BoNT F protease	Anthrax LF inh2	PfHsp40 rescue	GDH-TPI counter	BioA inh	Mtb FBA inh	UGM FP inh	BoNT A protease	FadD28 FP inh
CCOC(=O)Cn1c(=O)n(Cc2ccco2)c(=O)c2ccc(C(=O)NC3CCCC3)cc21	-15.7	-1.7	0.1	2.9	-0.6	-2.5	0.6	-1.8	0.5
NC(=O)C1CCCN(CC(=O)Nc2ccccc2C(=O)NC2CC2)C1 (stereo unspecified)	-5.1	-6.0	0.0	-4.2	-8.9	-2.1	-3.5	-0.7	-3.6
Cc1nc(C(=O)NCC(=O)c2ccccc2)c(C(F)(F)F)o1	2.3	0.2	-0.5	-2.2	-1.7	-0.4	-1.3	0.3	0.2
O=c1[nH]ncc2c3ccccc3n(Cc3ccccc3F)c12	4.2	-1.1	1.0	15.2	-1.4	3.3	0.2	-0.1	-2.9
CCO[C@H]1OC(C(=O)NCc2ccccc2)=C[C@@H](c2ccc3c(c2)OCO3)[C@@H]1CCCO	-2.2	-1.4	0.5	8.3	0.6	5.5	-2.6	0.2	-1.6
CC(C)OC(=O)CSc1nc2cc3c(cc2cc1C#N)OCO3	-0.5	7.0	-1.3	-2.8	-1.2	1.9	0.9	0.8	-0.7
CCCCOC(=O)CSC1=C(C#N)C(c2ccccc2OC)C(C#N)C(=O)N1 (stereo unspecified)	-33.1	-2.2	1.2	14.3	1.5	3.8	-0.7	-1.1	1.6
O=C(CNC(=O)c1sc2ccccc2c1Cl)NCc1ccccc1	10.8	-2.6	-2.2	4.1	-2.0	2.0	2.4	2.3	-1.5
N#C/C(=C\c1ccccc1)C(=O)Nc1ccccn1	39.8*	-17.1	-0.9	5.5	-1.8	7.8	1.5	-2.0	1.0
CC(OC(=O)C1=Cc2ccccc2OC1)C(=O)NC(C)(C)C (stereo unspecified)	-0.8	-1.6	-0.2	3.2	.	1.2	-0.8	-0.4	-0.6
Cc1[nH]nc(Nc2ccc(Br)cc2)c1[N+](=O)[O-]	-11.5	-5.4	-1.1	-5.6	.	-1.7	0.3	-0.2	-2.5
O=C(Nc1nnc([C@H]2C[C@H](O)[C@@H](CO)O2)s1)c1cccc(OC(F)(F)F)c1	-1.5	0.7	.	12.8	-1.5	-1.3	.	-0.6	-2.4
COc1ccc(CCn2c(N)c(C#N)c3nc4ccccc4nc32)cc1OC	-11.9	-1.9	1.0	9.8	-2.2	16.0	0.0	-0.5	-0.3
Cc1ccc(C(=O)/C=C/Nc2ccccn2)cc1	4.6	0.4	0.4	33.3*	.	-0.3	2.5	-0.7	-0.8
CC1CCCCC1NC(=O)c1ccc(CSc2nc3ccncc3[nH]2)cc1 (stereo unspecified)	2.4	-7.1	-2.6	15.0	1.4	-3.9	2.0	-0.1	-4.2

As entered above:
Under Anthrax LF inh2, O=C(Nc1nnc([C@H]2C[C@H](O)[C@@H](CO)O2)s1)c1cccc(OC(F)(F)F)c1 reads 0.7
Under BioA inh, CC(C)OC(=O)CSc1nc2cc3c(cc2cc1C#N)OCO3 reads -1.2
Under FadD28 FP inh, Cc1[nH]nc(Nc2ccc(Br)cc2)c1[N+](=O)[O-] reads -2.5
Under GDH-TPI counter, O=C(CNC(=O)c1sc2ccccc2c1Cl)NCc1ccccc1 reads 4.1
Under GDH-TPI counter, CC1CCCCC1NC(=O)c1ccc(CSc2nc3ccncc3[nH]2)cc1 (stereo unspecified) reads 15.0
Under FadD28 FP inh, CC(OC(=O)C1=Cc2ccccc2OC1)C(=O)NC(C)(C)C (stereo unspecified) reads -0.6

Continued.
SMILES	BoNT F protease	Anthrax LF inh2	PfHsp40 rescue	GDH-TPI counter	BioA inh	Mtb FBA inh	UGM FP inh	BoNT A protease	FadD28 FP inh
Cc1ccccc1-c1cccc([C@@H]2C[C@H]3[C@H](CON3C)CN2Cc2cc(Cl)cc(Cl)c2)c1	-6.8	0.7	1.8	8.3	-2.3	3.0	.	0.0	-1.8
CCCCN(C(=O)CCC(=O)Nc1cc(C)on1)C(C(=O)NC(C)(C)C)c1ccccc1Cl (stereo unspecified)	-4.2	-11.8	0.4	-5.2	1.6	2.1	1.4	-2.6	-1.3
COCCNC(=O)C1(C)CCCN(C(=O)c2ccco2)C1 (stereo unspecified)	-0.7	-2.4	.	0.4	-2.7	-4.4	.	-0.3	-2.1
CCC(=O)NC(=S)Nc1ccc(S(=O)(=O)NC(C)=O)cc1	-4.1	-0.4	-1.3	3.8	-1.5	1.3	0.2	-0.4	-2.0
O[C@@H]1Cc2ccccc2O[C@H]1c1ccccc1	8.1	12.0	-1.0	4.4	0.9	0.2	.	-2.1	-2.1
CCCOc1ccc(N2CC(C(=O)Nc3ccc4c(c3)OCO4)CC2=O)cc1 (stereo unspecified)	-3.3	3.4	0.4	2.0	-1.8	1.4	2.1	0.0	-0.2
N#CCSc1nc2ccc(N3CCOCC3)cc2c(=O)n1CCc1ccccc1	0.1	-2.7	0.8	2.4	.	0.8	0.4	0.4	-4.9
O=C(C1=C(O)C(=O)N(c2nccs2)C1c1ccccc1)c1cc2ccccc2o1 (stereo unspecified)	?	24.2	-0.3	21.4	-7.8	3.3	0.6	-11.9	-1.8
CCOC(=O)C1CCN(C(=O)c2cc(C)n(C(C)(C)C)n2)CC1	?	7.7	-0.4	-23.8	-0.9	-1.6	8.7	0.2	-2.0
Nc1ccccc1Sc1ccc(C(F)(F)F)cc1[N+](=O)[O-]	.	.	1.8	24.1	-0.7	1.5	2.0	.	-0.8
CCO/C([O-])=N/c1c[n+](N2CCOCC2)no1	-7.7&3.0	-8.4&11.0	1.3&-0.1	11.9&2.6	-0.1&-1.1	-2.5&-0.9	-3.2&-2.3	-0.8&-0.9	-1.3&0.5
COc1ccc(Nc2nc3c(C)cccn3c(=O)c2C=NCc2ccccc2)cc1	-6.5	-4.6	-0.2	7.0	.	4.8	-3.0	-0.8	-2.3
CC1CCN(C(=O)c2[nH]cnc2C(=O)NCC(=O)OC(C)(C)C)CC1	-3.4	-1.0	-1.4	9.5	-0.1	-1.2	0.9	-0.5	0.3
Cc1nccn1CCCNC(=O)CC1C(=O)NCCN1Cc1ccc(Cl)c(F)c1 (stereo unspecified)	-4.5	0.0	-0.1	8.4	0.2	0.3	1.4	0.4	-0.6
Cc1ccc(-c2nc3ccccc3c(=O)n2-c2ccc(O)cc2)cc1	-3.7	-6.8	-1.4	8.3	.	6.8	0.1	-1.5	-1.4

One compound at a time, as listed above. Values in the order: BoNT F protease	Anthrax LF inh2	PfHsp40 rescue	GDH-TPI counter	BioA inh	Mtb FBA inh	UGM FP inh	BoNT A protease	FadD28 FP inh
Listed for CC1CCN(C(=O)c2[nH]cnc2C(=O)NCC(=O)OC(C)(C)C)CC1 → -3.4	-1.0	-1.4	9.5	-0.1	-1.2	0.9	-0.5	0.3
Listed for COCCNC(=O)C1(C)CCCN(C(=O)c2ccco2)C1 (stereo unspecified) → -0.7	-2.4	.	0.4	-2.7	-4.4	.	-0.3	-2.1

(cont.)
SMILES	BoNT F protease	Anthrax LF inh2	PfHsp40 rescue	GDH-TPI counter	BioA inh	Mtb FBA inh	UGM FP inh	BoNT A protease	FadD28 FP inh
O=[N+]([O-])c1cccc(/C=N/Nc2nnc(-c3ccccc3)c(-c3ccccc3)n2)c1	1.7	1.4	0.6	9.9	-0.7	0.2	-3.6	-0.3	-1.6
COc1cc(/C=C2\SC(=S)N(NS(=O)(=O)c3ccccc3)C2=O)ccc1O	-2.8	-2.2	-1.0	27.2	4.1	-25.1	-7.9	0.7	0.6
O=C(/C=C/c1c(Cl)cccc1Cl)NCc1ccccc1	2.8	0.1	0.4	16.1	-2.0	0.3	-0.7	0.5	-1.4
CCN(CC)CCNC(=O)c1cc([N+](=O)[O-])c(N(C)C)cc1OC	1.4	3.6	-1.1	13.6	0.1	-7.7	3.2	0.3	-3.3
N#CC1=C(N)C2=CCCC[C@H]2[C@H](c2cccc(F)c2)C1(C#N)C#N	-0.9	0.2	-0.3	6.2	5.8	1.2	2.2	0.1	-5.5
CC1CCC(N2CCN(C(=O)COc3ccccc3)CC2)CC1 (stereo unspecified)	-3.9	-1.3	0.6	-4.5	0.4	2.0	2.4	0.7	.
CN(CCC#N)C(=O)COc1ccc(Br)cc1Cl	-1.0	1.1	-0.1	-3.8	-0.8	0.1	0.9	-0.2	-2.4
COc1ccccc1NC(=O)CNC(c1ccccc1)c1ccccc1	0.9	0.7	0.0	-5.7	1.6	2.4	-2.5	0.5	-3.5
CN(c1ccccc1)S(=O)(=O)c1cccc(NC(=O)CSc2nncs2)c1	-6.2	-4.8	0.2	-3.7	26.3	2.1	0.5	0.2	-5.6
CCCCCn1c(=O)c(C(=O)NC(C)c2ccccc2)c(O)c2ccccc21 (stereo unspecified)	.	.	4.5	7.7	-1.1	0.7	0.6	.	-0.2
Cc1nc(CCNC(=O)C2CCC(=O)N(CCc3cccc(F)c3)C2)sc1C (stereo unspecified)	-7.7	-6.8	0.6	-6.3	-1.6	5.8	3.0	-0.8	-4.1
CCc1nc2ccc(C(=O)Nc3ccc4c(c3)OCC(=O)N4)cn2c1N(CC)CCOC	3.0	-1.5	.	8.9	-1.4	-3.7	.	-0.2	-2.4
COc1ccc(CNC(=S)N2CCN(S(=O)(=O)c3cccc(F)c3)CC2)cc1	1.7	-1.8	-1.3	4.2	.	-2.2	-3.1	0.0	-0.8
O=C(Nc1cccc([N+](=O)[O-])c1)C1C2CC/C=C\CCC21 (stereo unspecified)	?	17.1	-0.1	15.9	-1.3	0.8	-1.5	-1.0	-1.3
CS(=O)(=O)N(CC(=O)Nc1ccc(Br)cc1F)C1CCCCC1	?	11.0	0.2	-2.5	2.5	0.7	-3.0	2.0	-30.5
COCc1ccc(C(=O)N(C)CC2CCCN(CCc3ccccc3F)C2)o1 (stereo unspecified)	2.3	0.2	-0.4	1.2	-0.3	-2.2	-1.4	-0.1	0.4
CCOC(=O)N1CCC(NC(=O)CS(=O)(=O)Cc2nc(-c3ccc(C)cc3)oc2C)CC1	-10.7	-8.5	-0.3	6.7	-4.9	1.0	5.2	-0.1	0.8

Compound activity as filed in PubChem BioAssay.
